aSyn yeast rescue: qHTS of alpha-syn Inhibitors: NCGC Sytravon Library Screen; S. cerevisiae alpha-synuclein toxicity rescue, BacTiter-Glo growth, 24 h; Potency, µM (highest dose often 46.1 µM), inactives show top-dose growth rescue (activation), actives largely listed as activators; 94,000 tested, 0.02% active; AID 1347070, 2019; active = well fitted activation curve with a large enough effect; note: 0% is about no effect
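Growth restoration measured by BacTiter-Glo luminescence after 24 hr at 30 deg C; alpha-synuclein yeast, raffinose-pregrown to mid-log, were added at OD600=0.02 in galactose medium onto pinned compounds.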
* marks the source's active call; other numbers are inactive results; [ ] = dose if it differs, or a comment. Potency is the fitted concentration of half-maximal effect.

SMILES | aSyn yeast rescue
CCc1c(C)c(C#N)c2nc3ccccc3n2c1NCCCN(C)C | -2%
NC(=O)c1ccccc1NC(=O)CN1c2ccccc2S(=O)(=O)c2ccccc21 | -7%
CCOc1ccc(S(=O)(=O)NCCCN2CCCC2=O)cc1 | 8%
O=C(NC1CCC(C(=O)O)CC1)OCc1ccccc1 (stereo unspecified) | 1%
CC(=O)N(Cc1ccc(F)cc1)Cc1nc2ccccc2c(=O)[nH]1 | -10%
O=C(Nc1cccc(S(=O)(=O)N2CCCCC2)c1)C1CCC1 | -7%
COc1ccc2nc3sc(C(=O)NCCc4ccc(Cl)cc4)cc3cc2c1 | -3%
Cc1cccc(C)c1NC(=S)N1CCCN(Cc2ccc(F)cc2)C1 | 10%
COCCn1c(SCC(=O)NC2CCCC2)nnc1-c1ccco1 | -3%
Cc1ccc(C)c(CNC(=O)CN2C(=O)CSc3ccc(S(=O)(=O)N(C)C)cc32)c1 | -11%
Cc1nn(CC(=O)N2CCC(C)CC2)c(=O)c2cc3sccc3n12 | 6%
COc1c(F)c(F)c(C(=O)Nc2ccc(-c3nc4ccccc4[nH]3)cc2)c(F)c1F | -9%
COc1ccc(N2CC(NC(=O)/C=C\c3ccc4c(c3)OCO4)CC2=O)cc1 (stereo unspecified) | -6%
Cc1ccc(-n2nc3ccc(NC(=O)c4cc5ccccc5o4)cc3n2)cc1 | -10%
COc1ccc(C(=O)NCC(C)(C)CNC(=O)c2ccc(OC)c(OC)c2)cc1OC | 1%
COc1ccccc1Cn1c(=O)oc2ccccc21 | 5%
CC(C)(C)C1CCc2onc(C(=O)Nc3sc4c(c3C(N)=O)CCCC4)c2C1 (stereo unspecified) | 4%
COc1ccc(CCC(=O)NC2CC(=O)N(c3ccc(C)c(C)c3)C2)cc1 (stereo unspecified) | 3%
CC(C)OCCCNC(=O)CN1C(=O)COc2ccc(S(=O)(=O)N3CCCCCC3)cc21 | 6%
COc1ccc(OC)c(NC(=O)c2cnn(-c3ccc(C)cc3)c2C2CCNCC2)c1 | -8%

Some values from the list.
aSyn yeast rescue result of CC(C)OCCCNC(=O)CN1C(=O)COc2ccc(S(=O)(=O)N3CCCCCC3)cc21 : 6%
aSyn yeast rescue result of CCOc1ccc(S(=O)(=O)NCCCN2CCCC2=O)cc1 : 8%
aSyn yeast rescue result of COCCn1c(SCC(=O)NC2CCCC2)nnc1-c1ccco1 : -3%

(next part)
SMILES | aSyn yeast rescue
CCCCCSc1nnc2c(n1)[nH]c1c(C)cccc12 | -14%
CC(C)OP(=O)(c1ccccc1)c1ccccc1 | -5%
Brc1cccc(-c2nnn3c2nc(NC2CCCCC2)c2ccccc23)c1 | -4%
Cc1ccccc1C(=O)NCCCNC(=O)c1ccccn1 | -6%
Cc1cc(C)cc(C(=O)Nc2nnc3n2CCS3)c1 | 5%
O=C(O)c1ccccc1C(=O)Nc1ccc(Nc2ccccc2)cc1 | 2%
Cc1ccc(COC(=O)c2ccc(-c3nnn(Cc4ccc(C)cc4)n3)cc2)cc1 | -5%
O=C(Nc1ccc(F)c(Cl)c1)C1CCN(S(=O)(=O)c2ccc3[nH]c(=O)ccc3c2)CC1 | 0%
COc1ccccc1C(=O)Nc1cccc(C(=O)OCc2cc(=O)n3nc(C4CC4)sc3n2)c1 | -2%
Cc1ccc(CNC(=O)c2cnn3c(C)c(Cc4c(F)cccc4Cl)c(C)nc23)cc1 | 12%
Cc1cc2occ(CC(=O)N(CC(C)C)c3c(N)n(Cc4ccccc4)c(=O)[nH]c3=O)c2cc1C | -40%[inhibitor]
CCOC(=O)CSc1nc2sc3c(c2c(=O)n1-c1ccc(OC)cc1)CC(C(C)C)OC3 (stereo unspecified) | -2%
CCN1C(=O)c2ccccc2S(=O)c2ccc(C(=O)N3CCCC3)cc21 (stereo unspecified) | 7%
CC(C)Sc1nc2c(c(=O)n1C)SC(C)C2 (stereo unspecified) | -1%
COc1ccc(CN2CCCCCC2)cc1OC | -7%
Cc1sc2nc(CN3CCCC3)nc(Cl)c2c1C | -4%
CCCCCCN1C[C@H](O)[C@@H](n2cc(C3CC3)nn2)C[C@@H]1c1ccc(C)cc1 | -4%
N#Cc1nccc2ccc(OCc3ccc(Br)cc3)cc12 | 5%
CN(CC(=O)Nc1c(Cl)cccc1Cl)C(=O)c1n[nH]c2ccccc12 | 1%
COc1ccc(Cc2nnc(NC(=O)c3cccc(C)c3)s2)cc1 | -2%
COc1cccc(C(=O)Nc2nc(-c3nnn(-c4cccc(Cl)c4C)c3C)ns2)c1 | 5%
CCN(CC(=O)Nc1ccccc1OC)C(=O)C1CCC1 | 3%
CC(Sc1nnnn1C)C(=O)Nc1ccccc1 (stereo unspecified) | -6%
CCC(=O)N1CCc2cc(S(=O)(=O)NC(CC(C)C)C(=O)NCc3ccc(F)cc3)ccc21 (stereo unspecified) | 1%
Cc1cccc(NC(=O)N2CC(=O)Nc3sc4c(c3C2c2ccccc2)CCCC4)c1C (stereo unspecified) | -3%
O=C(Nc1cccnc1)/C(N=Nc1cccnc1)=C(\O)c1ccccc1 | -15%
CCc1cc(C(=O)Cc2nc3ccccc3s2)c(O)cc1OCC(=O)O | -2%
Cc1cc(N2CCC(C(=O)Nc3ccc(Cl)cc3)CC2)n2nc(C)c(-c3ccc(Cl)cc3)c2n1 | -4%
C=CCNC(=S)N(CC)c1cccc2ccccc12 | -5%
O=C(c1cccc(Cl)c1)N1CCn2c1nc1ccccc12 | 5%
COc1ccc(OC)c(C2C(C(=O)Nc3ccccc3OC)=C(C)Nc3c(C(=O)Nc4ccc(F)cc4)cnn32)c1 (stereo unspecified) | 6%
COc1ccccc1N(C)S(=O)(=O)c1ccc(C(=O)N(C)Cc2cccc(OC)c2OC)cc1 | -1%
Cc1sc2ncn(CC(=O)Nc3ccc(C(F)(F)F)cc3)c(=O)c2c1S(=O)(=O)N1CCN(C)CC1 | -7%
CCN(C(=O)Cn1c(SCC(=O)Nc2ccc(OC)cc2)nc2ccccc21)c1cccc(C)c1 | 7%
O=c1[nH]cc(S(=O)(=O)N2CCN(c3cccc(C(F)(F)F)c3)CC2)c(=O)[nH]1 | 3%
CCc1ccccc1NC(=O)C(=O)NCCCN1CCOCC1 | 1%
COc1ccc(NC(=O)c2cc([N+](=O)[O-])ccc2N2CCN(C)CC2)cc1 | 0%
O=C(NCCCN1CCN(c2cccc(Cl)c2)CC1)c1nnc(Cc2ccc(F)cc2Cl)o1 | 1%
CCOc1ccc(N(C(=O)CC(C)C)S(=O)(=O)c2ccc3c(c2)oc(=O)n3C)cc1 | -2%
Cc1cccc(C(=O)NCC(=O)N2CCN(S(=O)(=O)c3ccccc3)CC2)c1 | 6%
CCCCS(=O)CC(O)CSc1nc(-c2ccc(OC)cc2)cc(-c2ccccc2)c1C#N (stereo unspecified) | -2%
COc1ccc(C(=O)NCC(=O)NCC(=O)OCC(=O)c2cccs2)cc1 | 1%
Nc1ccc(Br)c[n+]1Cc1cccc2cccnc12 | 0%
Cc1ccc(/C=C2\SC(=S)N(CCC(=O)N3CCCCC3)C2=O)cc1 | -1%
Cc1ccc(CNC(=O)c2oc3ccc(S(=O)(=O)N4CCC(C)CC4)cc3c2C)cc1 | 4%
Cc1ccc(-c2ccc(CCC(=O)O)n2-c2ccc(C(=O)O)cc2)cc1 | 21%
COc1cc2nc(NCCC(C)C)n3nc(-c4ccccc4)nc3c2cc1OC | -8%
CCN(CC)C(=O)C1=C(C)N(Cc2ccc(F)cc2)C(=O)C(CC(=O)NCCCN(C)C)C1 (stereo unspecified) | -2%
O=C(c1ccccc1)n1nc(-c2ccccc2)nc1NCc1ccc(F)cc1 | 2%
CCOc1ccc(NC(=O)Cn2c(=O)n(CC3CCC(C(=O)NCCc4ccccc4)CC3)c(=O)c3ccccc32)cc1 (stereo unspecified) | 0%
Cc1cn2c(=O)c(S(=O)(=O)Nc3ccc(N4CCOCC4)cc3)c(C)nc2s1 | 1%
Cc1ccc(S(=O)(=O)N2CCN(CC(=O)N/N=C/c3ccccc3OCC(=O)O)CC2)cc1 | -8%
O=C(NCc1ccccc1Cl)c1cnc2sc(N3CCOCC3)nn2c1=O | -9%
CCOc1ccc(CCNc2nc3c(-c4ccc(C)cc4)nnn3c3ccccc23)cc1OCC | -4%
O=c1c(-c2ccccc2)cocc1-c1ccccc1 | 10%
Cc1ccc(NC(=O)CSc2nc3ccccc3c(=O)n2CCC(=O)NC2CCCCC2)cc1C | -13%
CCCC(=O)Nc1ccc(NC(=O)c2sc3ccccc3c2Cl)cc1 | -7%
CN(C(=O)C1CCCCC1)C1(C)CCS(=O)(=O)C1 (stereo unspecified) | -5%
Cc1cc(C)c(NC(=O)COC(=O)C2=COCCO2)c(C)c1 | -4%
Cc1ccc([C@H]2C[C@@H](O)[C@H](n3cc(COC(=O)c4ccccc4)nn3)CN2C(=O)c2cccs2)cc1 | 1%

Fetched by structure from the list above, 5 records:
SMILES | aSyn yeast rescue
COc1ccccc1C(=O)Nc1cccc(C(=O)OCc2cc(=O)n3nc(C4CC4)sc3n2)c1 | -2%
CN(C(=O)C1CCCCC1)C1(C)CCS(=O)(=O)C1 (stereo unspecified) | -5%
CC(Sc1nnnn1C)C(=O)Nc1ccccc1 (stereo unspecified) | -6%
CCN1C(=O)c2ccccc2S(=O)c2ccc(C(=O)N3CCCC3)cc21 (stereo unspecified) | 7%
Cc1cccc(C(=O)NCC(=O)N2CCN(S(=O)(=O)c3ccccc3)CC2)c1 | 6%

Next part:
SMILES | aSyn yeast rescue
Cc1cccc(C(=O)Nc2nc(-c3nnn(-c4cc(F)ccc4F)c3C)ns2)c1 | -4%
CCc1ccc(OCc2nnc(SCC(=O)NCC3CCCO3)n2C)cc1 (stereo unspecified) | 3%
COc1ccc(C(=O)N(Cc2cc(OC)c(OC)c(OC)c2)C2CCS(=O)(=O)C2)cc1Cl (stereo unspecified) | 10%
CCOc1ccc(CN2CCN(Cc3ccc4c(c3)c3ccccc3n4CC)CC2)cc1 | -17%
FC(F)(F)c1cnc(N2CCSCC2)c(Cl)c1 | -4%
Cc1ccc(C(=O)NNC2=Nc3cc([N+](=O)[O-])ccc3OC2)cc1 | -2%
Oc1ccc(F)c2cccnc12 | -59%[inhibitor]
C=CCCC(=O)N1C[C@H]2CON(C)[C@H]2C[C@H]1c1cccc(Oc2ccccc2)c1 | -6%
COc1ccc(N(C(=O)c2ccco2)C(C(=O)NC2CCCC2)c2cccs2)c(OC)c1 (stereo unspecified) | 9%
CCCOc1cccc(C2c3c(-c4ccccc4O)n[nH]c3C(=O)N2Cc2ccco2)c1 (stereo unspecified) | 13%
O=C(OCc1cn([C@@H]2C[C@H](c3ccccc3)N(Cc3cccs3)C[C@H]2O)nn1)c1ccccc1 | 11%
CCc1nnc(NC(=O)c2nc(SCc3cccc(C)c3)ncc2Cl)s1 | 8%
O=c1sc(N2CCN(c3ccccc3F)CC2)nc2ccsc12 | -9%
CCOC(=O)N1CCC(NC(=O)Cn2nc(Cc3ccncc3)c3ccccc3c2=O)CC1 | 2%
CCCCNc1nc2c(-c3cccc(Br)c3)nnn2c2ccccc12 | -3%
Cc1cc(/C=C2\NC(=O)NC2=O)c(C)n1-c1cccnc1 | 0%
Cc1cc[n+](CC(=O)c2ccccc2)c2ccccc12 | 3%
CCOC(=O)CSc1nc2c(sc3cccc(F)c32)c(=O)n1Cc1ccc(OC)cc1 | -7%
O=C(Cn1c(=O)nc(-c2ccccc2)c2ccccc21)NCc1ccc(Cl)cc1 | 8%
CCN(CC)c1ccc(/C=N/NC(=O)c2cnccn2)cc1 | -6%
Cc1cccc(CNC(=O)CN2C(=O)CCCc3ccccc32)c1 | -10%
Cc1ccc(N2C(=O)C(O)(C(F)(F)F)C3=C2CC(C)(C)CC3=O)cc1 (stereo unspecified) | 6%
Cc1ccc([C@H]2C[C@H](O)[C@@H](n3cc(-c4ccc(F)cc4)nn3)CN2C(=O)C2CCCCC2)cc1 | 14%
COc1ccccc1NC(=O)c1coc(=O)c(Br)c1 | -1%
CSc1ncc(C(=O)N2CCN(c3cc(Cl)ccc3C)CC2)c(C)n1 | 10%
Cc1cc(C)n(-c2nc(C)c(C)c(=O)n2CC(=O)Nc2ccc(Cl)c(Cl)c2)n1 | -9%
Clc1cccc(-c2csc(-c3nc(-c4ccc(Br)s4)cs3)n2)c1 | 0%
CC(=O)OC1CCC2(C)C(CCC3C4CC=C(C(C)=O)C4(C)OC(=O)CC32)C1 (stereo unspecified) | -53%[inhibitor]
O=C(Nc1ccccc1C(F)(F)F)c1noc2c1CCCCC2 | -10%
CCc1cc(C(=O)NCc2ccc(F)cc2)no1 | 3%
CCOC(=O)c1ccc(NC(=O)C(CC)Sc2nnc3c4ccccc4n(C)c3n2)cc1 (stereo unspecified) | 5%
Cc1coc2cc3oc(=O)c(CCC(=O)NCc4ccccc4Cl)c(C)c3cc12 | -7%
CCc1c(C)sc(NC(=O)c2cc(C3CC3)on2)c1C#N | -10%
c1ccc(-c2nnc(CN3CCN(c4ccccn4)CC3)o2)cc1 | 4%
CCCCNc1oc(-c2ccc(COc3ccccc3C)o2)nc1C#N | 4%
COC(=O)c1ccc(NC(=O)N2CCC(CN3CCc4ccccc4C3)CC2)cc1 | 2%
O=C(CCN1CCN(c2ccc([N+](=O)[O-])cc2)CC1)c1ccc(Cl)cc1 | -14%
CCCCOCCCNC(=O)N[C@H](C(=O)O)C(C)CC (stereo partly specified) | 0%
CC(OC(=O)C1COc2ccccc2O1)C(=O)N(C)c1ccccc1 (stereo unspecified) | 9%
CC(C)=C1C(=O)NN(c2cccc(Cl)c2)C1=O | -21%

An excerpt of these results, as labelled records:
> Cc1cccc(CNC(=O)CN2C(=O)CCCc3ccccc32)c1
- aSyn yeast rescue: -10%
> Cc1ccc(N2C(=O)C(O)(C(F)(F)F)C3=C2CC(C)(C)CC3=O)cc1 (stereo unspecified)
- aSyn yeast rescue: 6%

Screening data as filed in PubChem.

A portion of the library, so the mix of outcomes need not match the whole.
